# Compound activity from PubChem.
# FBW7 act = activators of human E3 ligase FBW7; Q969H0; AlphaScreen FBW7–phospho-cyclin E peptide binding, activator screen; normalized activity (activation), % at 26.1 µM; 0.13% of 650,000 active; AID 1259310; in the data active means normalized activity above about 1.9%;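 further: purified mutant Fbw7 with reduced substrate affinity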
# TEAD-YAP inh = TEAD-YAP interaction inhibition | HEK-TIYL cells, TEAD-Gal4/YAP UAS-luciferase luminescence | inhibition, % at 9.12 µM | 1.4% of 640,000 active; in the data active means inhibition above about 32%;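 further: 0% = median of test compound wells and 100% = reference inhibitor wells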
# MITF primary = inhibitors of human MITF; 0.91% of 650,000 active; O75030; AID 1259374; AlphaScreen MITF homodimerization, bead proximity signal; inhibition, % at 2.6 µM; in the data active means inhibition above about 50%;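 further: 0% = vehicle wells with protein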
# Target sequence (O75030 whole entry, looked up): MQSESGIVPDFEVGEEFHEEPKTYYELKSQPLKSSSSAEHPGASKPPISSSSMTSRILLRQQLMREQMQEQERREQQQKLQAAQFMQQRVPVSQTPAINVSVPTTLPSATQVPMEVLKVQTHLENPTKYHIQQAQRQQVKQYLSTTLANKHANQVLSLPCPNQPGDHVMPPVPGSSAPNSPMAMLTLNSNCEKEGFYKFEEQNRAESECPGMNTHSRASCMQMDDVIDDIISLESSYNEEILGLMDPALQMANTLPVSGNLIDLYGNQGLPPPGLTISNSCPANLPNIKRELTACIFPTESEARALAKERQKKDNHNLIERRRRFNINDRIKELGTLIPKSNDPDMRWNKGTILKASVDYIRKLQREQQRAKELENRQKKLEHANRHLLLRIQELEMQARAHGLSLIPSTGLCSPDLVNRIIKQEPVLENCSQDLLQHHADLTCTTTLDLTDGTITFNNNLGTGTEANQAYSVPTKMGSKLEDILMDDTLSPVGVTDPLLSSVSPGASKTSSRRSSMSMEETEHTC
# GPR151 ag = activators of human GPR151; PathHunter beta-arrestin GPR151 cells, luminescence; 1% of 650,000 active; activation, % at 11.2 µM; Q8TDV0; in the data active means activation above about 4.9%;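 further: 0% = median of compound wells and 100% = cells with positive control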
# Target sequence (Q8TDV0 whole entry, looked up): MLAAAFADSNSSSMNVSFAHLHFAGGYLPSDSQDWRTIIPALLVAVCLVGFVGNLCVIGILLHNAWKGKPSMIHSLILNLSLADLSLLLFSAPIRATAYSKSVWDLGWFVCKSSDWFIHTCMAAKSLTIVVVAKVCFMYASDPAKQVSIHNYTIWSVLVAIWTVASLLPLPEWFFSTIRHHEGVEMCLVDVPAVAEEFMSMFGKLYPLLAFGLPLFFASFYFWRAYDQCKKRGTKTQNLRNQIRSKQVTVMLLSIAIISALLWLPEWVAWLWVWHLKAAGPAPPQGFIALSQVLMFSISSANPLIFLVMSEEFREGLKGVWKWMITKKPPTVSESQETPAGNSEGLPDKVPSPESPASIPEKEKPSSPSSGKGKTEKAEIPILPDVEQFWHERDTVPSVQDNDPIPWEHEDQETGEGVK
# The depositor's hits bear a star; & = joins results of further samples.
SMILES,FBW7 act,TEAD-YAP inh,MITF primary,GPR151 ag
CCN(c1cccc(C)c1)S(=O)(=O)c1ccc2[nH]cc(C(=O)O)c(=O)c2c1,-0.3,-4,-2,-2.2
COc1ccc(S(=O)(=O)Nc2nccnc2N2CCN(C(=O)C(C)C)CC2)cc1OC,-0.4,-7,0,0.4
CCOC(=O)N1CCC(NC(=O)CCC(=O)N2CC(C)Oc3ccccc32)CC1 (stereo not given),0.4,7,2,-0.3
CCN1/C(=C/c2cccc[n+]2C)C=Cc2ccc(C)cc21,1.1,75*,9,1.5
O=C(CN(C1CCCCC1)S(=O)(=O)c1ccccc1)Nc1cccc(F)c1,0.4,3,0,-0.7
Cc1c(NC(=O)CN(c2cccc(Cl)c2Cl)S(C)(=O)=O)cccc1[N+](=O)[O-],0.0,5,3,3.6
C=CCNc1nc(Cl)nc(NCCC2=CCCCC2)n1,-0.1,-5,0,5.1*
CS(=O)(=O)N(CC(=O)Nc1cccnc1)c1ccc(I)cc1,-0.1,-8,18,-0.1
CNC(=O)CSc1nc2c([nH]c3ccccc32)c(=O)n1CCOC,0.8,2,1,-1.2
COCc1nnc(NS(=O)(=O)c2ccccc2)s1,0.0,5,-8,1.4
COc1ccc(C(=O)O/N=C(\N)Cc2ccc(Cl)cc2Cl)cc1[N+](=O)[O-],0.2,1,6,3.7
COc1ccccc1C(=O)Nn1c(C2CCC2)nc2ccccc2c1=O,1.2,0,16,-0.2
COc1ccc(C(=S)N2CCN(S(=O)(=O)c3ccc(C)cc3)CC2)cc1,-0.2,7,-2,-2.0
O=C(N1CCN(C(=O)C(O)(c2ccccc2)c2ccccc2)CC1)C(O)(c1ccccc1)c1ccccc1,-0.1,1,11,-1.1
Cc1[nH]nc2c1C(c1cc(O)c(Br)c(O)c1)C(C#N)=C(N)O2 (stereo not given),-0.1,-3,4,-1.0
Cc1ccc(CNC(=O)C(=O)NCc2ccccn2)cc1,0.2,4,-8,1.3
CCN1CCc2c(sc(NC(=S)NC(=O)c3ccc(OC)cc3)c2C(N)=O)C1,-0.1,-3,14,-1.5
Cc1cccc(Nc2nc(CC(=O)NC34CC5CC(CC(C5)C3)C4)cs2)n1,-0.2,19,7,2.1
COc1ccc(C(c2nnnn2Cc2ccccc2)N2CCC(C(N)=O)CC2)cc1OC (stereo not given),0.1,-1,1,0.3
CC(C[N+](C)(C)C)OC(N)=O (stereo not given),0.0&0.0&0.0&0.0,-2&-7,-2&4&1&4,-1.3&0.2&3.8&-0.2
CN(C(=O)CSc1nnc(CNC(=O)c2ccc(C(C)(C)C)cc2)o1)c1ccccc1,-0.2,12,-15,-2.4
COc1ccc(CNc2ccc3c(c2)ncn3-c2ccc(C)cc2)cc1,0.2,-22,11,-1.3
OCCC1CCCCN1c1ncnc2c1c(-c1ccccc1)cn2-c1ccc(Br)cc1 (stereo not given),0.9,2,4,-1.2
CC1CCCCC1NC(=O)COC(=O)c1cccnc1Cl (stereo not given),0.0,7,3,3.4
Cc1ccccc1/C=C1\N=C(c2cccc(Cl)c2)OC1=O,-0.1,2,-18,-1.1

# Exported with two lines to a compound: entries from further up
# Under each structure: FBW7 act	TEAD-YAP inh	MITF primary	GPR151 ag
COc1ccc(C(=O)O/N=C(\N)Cc2ccc(Cl)cc2Cl)cc1[N+](=O)[O-]
    0.2	1	6	3.7
COc1ccccc1C(=O)Nn1c(C2CCC2)nc2ccccc2c1=O
    1.2	0	16	-0.2
COc1ccc(C(=S)N2CCN(S(=O)(=O)c3ccc(C)cc3)CC2)cc1
    -0.2	7	-2	-2.0
O=C(N1CCN(C(=O)C(O)(c2ccccc2)c2ccccc2)CC1)C(O)(c1ccccc1)c1ccccc1
    -0.1	1	11	-1.1

# By substructure, the compounds so far with bromine (two)
SMILES,FBW7 act,TEAD-YAP inh,MITF primary,GPR151 ag
Cc1[nH]nc2c1C(c1cc(O)c(Br)c(O)c1)C(C#N)=C(N)O2 (stereo not given),-0.1,-3,4,-1.0
OCCC1CCCCN1c1ncnc2c1c(-c1ccccc1)cn2-c1ccc(Br)cc1 (stereo not given),0.9,2,4,-1.2

# Going on with the list.
SMILES,FBW7 act,TEAD-YAP inh,MITF primary,GPR151 ag
CC1(C)Cc2cccc(OCC(=O)NCc3ccccn3)c2O1,-0.1,-5,12,-0.5
CCOC(=O)N1CCN(CCC(=O)Nc2ccc(C)cc2)CC1,0.1,-1,4,-0.6
N#Cc1c(N)nc2c(c1-c1ccc(Br)s1)CCC2,0.5,-7,3,0.4
CCC(C)CNC(=O)C1CCN(C2CCN(Cc3cccc(C)n3)CC2)CC1 (stereo not given),0.8,7,-6,2.9
CCOC(=O)CC(NCc1ccc(Cl)c([N+](=O)[O-])c1)C(C)C (stereo not given),-0.1,2,0,-1.2
CCO/C=C1\CCCC2=C1OC1=C(C=C(C#N)C#N)CCC1=C2,0.0,-3,8,-0.5
CC1(C)CC(=O)c2c(-c3cccc([N+](=O)[O-])c3)coc2C1,0.5,2,20,0.0
CCOC(=O)c1c(NC(=O)c2ccc(S(=O)(=O)N(CC)CC)cc2)sc2c1CCN(C)C2,0.1,-3,0,-1.8
O=C(NC1(C(F)(F)F)NC(=O)N(c2ccc(F)cc2)C1=O)c1ccncc1 (stereo not given),0.2,5,-2,13*
COc1cc(/C=c2\sc3nc4c(C)cccc4n3c2=O)cc(Br)c1OC,0.1,-4,-1,0.6
COC(=O)c1cccnc1-n1c(=O)c2cccnc2n(Cc2ccc(C#N)cc2)c1=O,-0.2,-2,6,0.6
COc1ccc(Br)cc1C(=O)N/C(=C\c1ccc([N+](=O)[O-])cc1)C(=O)Nc1cc(Cl)ccc1C,0.3,-6,2,0.2
COc1ccc([N+](=O)[O-])cc1NC(=O)c1ccc(C)cc1C,-0.1,2,4,0.3
CC(=O)CC(=O)Nc1ccc(Cl)c(C(F)(F)F)c1,-0.1,9,7,-0.4
COc1cc(/C=C(/NC(=O)c2ccccc2)C(=O)Nc2cc(Cl)ccc2Cl)cc(OC)c1OC,0.0,-6,-5,0.7
CC(=O)N[C@@H](C)C(=O)NCC1Cc2cc(F)cc(-c3ccc(C(C)=O)s3)c2O1 (stereo not given in full),0.0,5,-9,1.3
C[C@@H]1NC(=O)[C@H]2CN(S(=O)(=O)c3ccccc3F)CCN2C1=O,0.0,6,9,0.7
CN(/N=C/c1ccc([N+](=O)[O-])cc1)C(=S)c1ccccc1,-0.3,-9,-2,-0.2
Cc1oc2c(cc(NS(=O)(=O)c3ccc(C(C)C)cc3)c3ccccc32)c1C(=O)OCc1ccccc1,-0.1,7,2,0.6
O=C(NC(=S)Nc1ccc2[nH]c(=O)[nH]c2c1)c1ccccc1Cl,-0.1,-9,99*,0.0
O=C(CN1C(=O)c2ccc([N+](=O)[O-])cc2C1=O)NNC(=O)c1ccco1,0.0,11,-6,1.3
CCCNC(=O)c1ccc(N2CC3CC(C2)c2cccc(=O)n2C3)c(NS(=O)(=O)c2ccc(F)cc2)c1 (stereo not given),-0.1,-10,5,-0.5
O=Cc1ccc(OCc2ccccc2[N+](=O)[O-])cc1,0.1,-30,0,-5.1
COC(=O)c1c(C)[nH]c(C)c1-c1cccc([N+](=O)[O-])c1,-0.2,-3,6,2.2
COC(=O)CNC(=O)/C=C/c1cc(Br)ccc1OC,0.1,9,4,0.4

# Other records follow:
SMILES,FBW7 act,TEAD-YAP inh,MITF primary,GPR151 ag
O=C(COC(=O)c1cc2ccccc2oc1=O)NC(=O)Nc1ccc2c(c1)OCCO2,0.2,-18,4,-2.0
CCOc1ccc2c(c1)-c1c(ssc1=S)C(C)(C)N2C(=O)c1ccc(C(F)(F)F)cc1,0.1,12,-4,-0.9
O=C(COc1ccc2ccccc2c1)Nc1ccccc1I,0.0,-4,8,1.5
Cc1ccc(N(CC(=O)O)C2SC(=O)N(c3ccccc3)C2=O)cc1 (stereo not given),0.2,-29,10,-0.2
Cc1ccc(Cl)cc1NC(=O)Cn1c(=O)n(Cc2ccccc2)c(=O)c2cccnc21,-0.1,-3,-12,0.1
NC(C(=O)N1CCC(c2nc(-c3ccncc3)no2)C1)c1ccc(Br)cc1 (stereo not given),-0.3,-9,2,-0.8
Cc1ccc(Oc2ccc(N3C(=O)CCC3=O)cc2)cc1,-0.1,7,7,0.1
Cc1cc(C)n(C(=O)Nc2ccc(Cl)c(Cl)c2)n1,0.1,-4,-15,-0.9
O=C(CNC(=O)c1ccccc1F)NCCc1ccccc1F,0.8,-32,16,-0.7
Cc1cc(OC(C)C(=O)Nc2ccccc2C(N)=O)cc(C)c1Cl (stereo not given),0.1,-8,4,-0.3
CC(=O)N1CCN(Cc2ccc3c(c2)CN(C(=O)Cc2ccc(F)c(F)c2)CCO3)CC1,-0.2,-11,-2,0.8
O=C(CCN1Cc2ccccc2OC(c2ccccc2)C1)NCc1cn2c(n1)SCC2 (stereo not given),-0.2,-2,8,-0.9
Clc1cc2nc3[nH]c4ccccc4c3nc2cc1Cl,0.1,-25,10,-0.6
Cc1ccc(CNS(=O)(=O)c2ccc(F)cc2)cc1,0.0,-12,-11,3.0
CC(=O)Nc1ccc(NC(=O)c2ccnc(Nc3ccccn3)c2)cc1,0.0,14,20,-2.2
O=C(NCc1cccnc1)c1ccc2nc(N3CCOCC3)sc2c1,0.3,-4,7,1.5
O=C(CSc1nc2ccccc2c(=O)n1CC1COc2ccccc2O1)c1ccc(F)cc1 (stereo not given),0.9,-11,4,1.5
CC(C)(C)NC(=O)CSc1nnnn1-c1ccc(F)c(Cl)c1,0.1,15,10,0.5
Cc1cnn(CCCNC(=S)Nc2ccc(S(N)(=O)=O)cc2)c1,0.3,6,-1,4.5
Cc1ccccc1NCC(=O)N/N=C/c1cccc(O)c1,-0.1,-4,6,0.9
c1ccc2c(Nc3ncnc4[nH]ncc34)cccc2c1,0.1,-2,19,-1.4
Cn1c(=O)[nH]c(=O)c2c1nc(SCC(N)=O)n2CCc1ccccc1,-0.1,5,3,-0.5
O=C(Cc1ccc(Cl)cc1)Nc1cccc(-c2nc3ccccc3o2)c1,-0.5,5,1,-0.3
OCC1(CCOc2ccccc2)CCN(Cc2ccc3nsnc3c2)CC1,-0.1,5,-2,0.2
Cc1ccc(N2Cc3ccccc3C2=S)cc1,0.3,-51,16,-3.6

# Next part.
SMILES,FBW7 act,TEAD-YAP inh,MITF primary,GPR151 ag
C=CCOc1ccc(C(=O)NC(C)(C)CO)cc1,0.2,6,-7,0.8
CC1=C(C(=O)N(C)Cc2ccccc2)C2(CCC(C)CC2)OC1=O (stereo not given),0.7,9,9,-1.2
OCc1ccc(-c2cnc3c(NCC4CC4)nccn23)cc1,-0.7,-65,-9,-0.2
O=C(O)c1cccc(-c2cncc(-c3cccs3)n2)c1,0.4,-16,3,-0.9
Cc1cc(C)nc(N2CCN(S(=O)(=O)c3ccc(C)c(Cl)c3)CC2)n1,0.2,2,6,1.5
CCCCC(=O)Nc1ccc(C(=O)Nc2ccc(Cl)cn2)cc1,0.0,-3,-12,-0.9
COC(=O)C1CCCN1S(=O)(=O)c1ccccc1 (stereo not given),0.0,10,-1,0.7
CCOC(=O)C1=C(C)OC(N)=C(C#N)C1c1ccc(C(C)C)cc1 (stereo not given),0.0,-4,10,0.0
CSc1ccccc1NC(=O)NC1(C(F)(F)F)Oc2ccc(Cl)cc2O1 (stereo not given),-0.1,-13,-12,0.9
CC(=O)Nc1ccc(S(=O)(=O)N2CCN(C(=O)Cc3ccccc3)CC2)cc1,0.1,-1,0,0.3
O=C(NC(N1CCCC1)C(Cl)(Cl)Cl)c1cccc([N+](=O)[O-])c1 (stereo not given),-0.2,6,9,0.0
Cc1cnc(C)c(-c2cc(F)cc3c2OC(CNC(=O)CN2CCCC2)C3)n1 (stereo not given),-0.1,7,5,0.4
O=[N+]([O-])c1ccccc1S(=O)(=O)N1CCN(c2ccc(F)cc2)CC1,0.5,-7,6,-1.2
O=C(CN1C(=O)c2ccccc2C1=O)Nc1ccc(Cl)c(C(=O)c2ccccc2)c1,-0.1,-2,-9,0.5
CCOC(=O)C(=O)C1=C(N2CCOCC2)/C(=C\c2ccc(Br)cc2)CC1,0.1,-7,12,3.5
O=C1N=C(N2CCCC2)S/C1=C\c1ccc(OCc2ccccc2F)cc1,0.1,4,5,2.3
COC(=O)c1cc(S(=O)(=O)Nc2ccc(C)cc2C)c[nH]1,0.2,3,2,1.2
COc1ccc(-c2nc(-c3cccs3)c(-c3cccs3)[nH]2)cc1OC,-0.2,4,9,1.2
CCN(CC)CCCNC(=O)C1CCN(c2nc3c(C)cc(C)cc3s2)CC1,0.0,-1,3,4.4
COC(=O)CC(NC1CCN(c2ccc(CC(=O)N3CCCC3)cc2)CC1)C(=O)OC (stereo not given),0.0,-10,8,6.1*
Cc1ccc(-c2cc(Nc3ccccc3C(N)=O)ccn2)cc1,-0.4,-15,-9,0.5
O=C(Nc1ccc(Cl)cc1)C(Cc1ccccc1)N1C(=O)C2C3C=CC(C3)C2C1=O (stereo not given),0.4,5,17,0.6
O=C(/C=C/c1cccs1)Nc1ccc(Br)cc1,0.1,-70,6,-0.2
O=S(=O)(NCC1CCCO1)c1ccc(Cl)c2ccccc12 (stereo not given),1.5,13,13,-0.9
CCOc1ccc(S(=O)(=O)Nc2cc3c(C(=O)OCc4ccccc4)c(C)oc3c3ccccc23)cc1,-0.1,-1,-2,1.2
O=C(NC(=S)Nc1cccc([N+](=O)[O-])c1)c1ccc(F)cc1,-0.1,-44,2,0.9

# Among those listed so far, 3 have a COOH group.
SMILES,FBW7 act,TEAD-YAP inh,MITF primary,GPR151 ag
CCN(c1cccc(C)c1)S(=O)(=O)c1ccc2[nH]cc(C(=O)O)c(=O)c2c1,-0.3,-4,-2,-2.2
Cc1ccc(N(CC(=O)O)C2SC(=O)N(c3ccccc3)C2=O)cc1 (stereo not given),0.2,-29,10,-0.2
O=C(O)c1cccc(-c2cncc(-c3cccs3)n2)c1,0.4,-16,3,-0.9
